Vif-APOBEC3F blk – qHTS for Inhibitors of Vif-A3F Interactions: qHTS | HeLa A3F-eYFP + Vif (tagged APOBEC3F with the HIV-1 protein that degrades it), YFP fluorescence increase | AID 602313, 2012 | Potency, µM (series often up to 46.1 µM), for the others: at the top dose activity, negative = active | 390,000 tested, 0.2% active; further: potency means the concentration at half of the fitted maximal effect; % of control where 0% means no effect; nearly all actives have a fitted effect of over 65% in size
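HeLa cells stably expressing A3F-eYFP plus Vif, plated and incubated overnight at 37 deg C, then exposed to compounds overnight at 37 deg C. Blocked degradation read as raised yellow fluorescence (Ex 488/Em 500-530).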
PI4K2A block – qHTS for small molecular inhibitors of PI4K2A; purified PI4K2A, ADP-Glo luminescence, 1 h; active compounds read low; activity change, negative = inhibition, % at 76.9 µM; 420,000 tested, 0.13% active; in the data active means activity change below about -50%; inconclusive means mostly about -30% to -49%;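 further: -100% = wells without enzyme as full effect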
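ADP-Glo luminescence measured ADP generated by PI4K2A enzyme (4 ug/mL before mixing) with 1.2 mM PI substrate (pre-mix) and 300 microM ATP (pre-mix). Tris pH7.5 buffer with MgCl2, Triton X-100; 1 h reaction at ambient temperature.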
Vif-A3G inh – qHTS for Inhibitors of Vif-A3G Interactions: qHTS; DNA dC->dU-editing enzyme APOBEC-3G (Homo sapiens), Q9HC16; HeLa A3G-eYFP + Vif (tagged APOBEC3G with the HIV-1 protein that degrades it), YFP fluorescence, overnight; Potency, µM (top dose mostly 46.1 µM), for inactives: at the top dose activity, negative = active, most hits filed as inhibitors; 410,000 tested, 0.076% active; AID 602310, 2012;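 further: potency means the concentration at half of the fitted maximal effect; on the % scale 0 is the no-effect control and ±100 the full control effect; nearly all actives have a fitted effect of over 60% in size; hits raise eYFP signal because A3G escapes Vif-driven loss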
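Read-out is eYFP fluorescence (Ex 488/Em 500-530) from Vif-expressing HeLa A3G-eYFP cells; more signal means A3G escaped Vif-mediated degradation. Cells plated overnight, compound pinned in, incubated overnight at 37 deg C.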
mIDH1 inhibitor – qHTS for Inhibitors of mutant isocitrate dehydrogenase 1 (IDH1): qHTS; IDH1-R132H enzyme, NADPH consumption, diaphorase/resazurin fluorescence; Potency, µM (series often up to 76.6 µM), inactives show at the top dose activity change, negative = inhibition, hits mostly inhibitors; 390,000 tested, 0.093% active; further: potency means the concentration at half of the fitted maximal effect; on the % scale 0 is the no-effect control and ±100 the full control effect; nearly all actives have a fitted effect of over 65% in size
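IDH1-R132H (0.5 ug/mL) preincubated 30 min with compound, then NADPH (0.016 mM) and alpha-KG (2 mM) added; 80 min at RT, pH 7.5. Remaining NADPH coupled via diaphorase/resazurin to fluorescence (540/590 nm); concentration-response curves normalized to no-enzyme control.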
GRP78 ERSR act – qHTS for Inducers of the Endoplasmic Reticulum Stress Response (ERSR) in Human Glioma: qHTS | U87-MG GRP78 promoter luciferase reporter, 16 h | Potency, µM, without a hit: at the top dose activation, actives largely listed as activators | 420,000 tested, 0.02% active; further: potency means the concentration at half of the fitted maximal effect; series mostly up to about 76 µM; % of control where 0% means no effect; nearly all actives have a fitted effect of over 35% in size
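Stably transfected U87-MG human glioma cells carrying a GRP78-based luminescent sensor were seeded at 1000 cells/well, pin-dosed with compounds and incubated 16 h. Luciferase reagent was then added, and end-point luminescence was read after 10 min at room temperature.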
TrxR1 substrate – qHTS Assay for Substrates of Mammalian Selenoprotein Thioredoxin Reductase 1 (TrxR1): qHTS; Thioredoxin reductase 1, cytoplasmic (Rattus norvegicus), O89049; 390,000 tested, 0.01% active; AID 588456, 2011; Potency, µM (series often up to 114 µM), for the others: at the top dose activity change, negative = substrate turnover; purified TrxR1 substrate turnover, NADPH consumption readout; further: potency means the concentration at half of the fitted maximal effect; on the % scale 0 is the no-effect control and ±100 the full control effect; nearly all actives have a fitted effect of over 50% in size
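Rat TrxR1, dispensed at 90 nM, was prereduced with 400 uM NADPH (final) for 5 min at ~22 deg C, then incubated with compound 15 min before 400 uM selenite. A first-read NADPH fluorescence drop versus no-compound background flagged substrates.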
USP1 inh – Inhibitors of USP1/UAF1: Primary Screen; Ubiquitin carboxyl-terminal hydrolase 1 (Homo sapiens), O94782; recombinant USP1/UAF1, Ub-Rhodamine cleavage fluorescence; Potency, µM (highest dose often 57.1 µM), without a hit: top-dose activity change, negative = inhibition, usual class: inhibitors; 390,000 tested, 0.23% active; further: potency means the concentration at half of the fitted maximal effect; on the % scale 0 is the no-effect control and ±100 the full control effect; nearly all actives have a fitted effect of over 60% in size; inactives centre near -12
Target sequence (O94782 whole entry, looked up): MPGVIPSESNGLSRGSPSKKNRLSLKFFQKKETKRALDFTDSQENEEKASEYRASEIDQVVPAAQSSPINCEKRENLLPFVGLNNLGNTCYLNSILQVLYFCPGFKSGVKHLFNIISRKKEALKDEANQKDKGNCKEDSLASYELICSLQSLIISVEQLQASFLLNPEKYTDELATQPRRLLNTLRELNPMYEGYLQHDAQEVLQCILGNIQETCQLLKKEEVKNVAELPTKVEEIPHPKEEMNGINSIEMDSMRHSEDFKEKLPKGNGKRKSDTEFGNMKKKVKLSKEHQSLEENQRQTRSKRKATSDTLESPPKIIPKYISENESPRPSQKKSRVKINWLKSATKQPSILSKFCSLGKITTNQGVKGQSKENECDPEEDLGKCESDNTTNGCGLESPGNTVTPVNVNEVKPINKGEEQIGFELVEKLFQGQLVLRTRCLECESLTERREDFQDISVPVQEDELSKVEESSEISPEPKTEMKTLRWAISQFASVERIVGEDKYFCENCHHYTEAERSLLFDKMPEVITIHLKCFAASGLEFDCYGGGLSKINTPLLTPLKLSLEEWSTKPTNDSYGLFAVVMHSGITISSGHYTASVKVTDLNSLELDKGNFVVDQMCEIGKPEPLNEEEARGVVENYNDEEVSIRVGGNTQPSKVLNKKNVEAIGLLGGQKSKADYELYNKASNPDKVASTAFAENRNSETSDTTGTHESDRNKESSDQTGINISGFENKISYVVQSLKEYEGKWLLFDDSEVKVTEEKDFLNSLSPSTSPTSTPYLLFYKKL
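In this screen, compounds sit with the deubiquitinase complex (1nM) for 15 min at room temperature before Ub-Rho is added at 150nM final. Fluorescence rise is then followed for 6 reads every 60 seconds.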
LDHA inh – qHTS assay for inhibitors of human lactate dehydrogenase. 480,000 tested, 0.15% active. AID 1347041, 2019. activity change, % (values are at about 110 or 230 µM). purified LDHA, NADH/diaphorase-resazurin fluorescence; active compounds read low. L-lactate dehydrogenase A chain (Homo sapiens), P00338; in the data active means activity change below about -30%; inconclusive means mostly about -25% to -30%;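 further: plate controls were DMSO wells for no effect and wells without enzyme for full effect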
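Human LDH5 at 2 nM final in Tris HCl pH 7.4 with 0.06 mM NADH and 0.2 mM pyruvate, reacted 5 minutes at room temperature. Remaining NADH coupled via diaphorase/resazurin; resorufin fluorescence read at 0 and 20 minutes, normalized to enzyme-free and DMSO wells.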
RXFP1 ag – qHTS Assay for Agonists of the Relaxin Receptor RXFP1. 370,000 tested, 0.3% active. AID 2676, 2010. HEK293T-RXFP1 cAMP TR-FRET, 30 min; response scale: percent of porcine relaxin response, buffer zero. Potency, µM (doses to about 57.5 µM), inactives show at the top dose activation, most hits filed as activators. Relaxin receptor 1 (Homo sapiens), Q9HBX9; further: potency means the concentration at half of the fitted maximal effect; on the % scale 0 is the no-effect control and ±100 the full control effect; nearly all actives have a fitted effect of over 60% in size; many of its hits are not listed in these tables
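HEK293T cells stably expressing RXFP1 were pretreated with the PDE4 inhibitor Ro 20174, exposed to compounds for 30 min at 37C, lysed, and cAMP was read by TR-FRET. Data normalized to buffer (basal) and 29 nM porcine relaxin (100%).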
* = called active by the depositor; ? = inconclusive; · = no result given; & = joins results of further samples; [ ] = remark or other dose. Unless noted, the call rests on the fitted dose curve; in most records, active means well fitted curve in the direction sought with a large enough effect; inconclusive means small, poorly fitted or top-dose-only effect, or another doubt; inactive means no such curve, though single readings can be large; an effect the other way counts as inactive or inconclusive.

Compound,Vif-APOBEC3F blk,PI4K2A block,Vif-A3G inh,mIDH1 inhibitor,GRP78 ERSR act,TrxR1 substrate,USP1 inh,LDHA inh,RXFP1 ag
Cc1ccc(NS(=O)(=O)c2ccc(C(=O)N3CCCN(C)CC3)cc2)cc1,0%,3,1%,9%,-4%,-2%,-7%,-9,1.6%
CN(C(=O)COc1cc(=O)n(C)c2ccccc12)c1cccc(Cl)c1,-3%,-3,-6%,9%,-2%,4%[57.1 µM],-18%,-4,0.5%
COc1ccc2oc(C(=O)N3CCN(c4ncccn4)CC3)c(C)c2c1,0%,-6,0%,2%,1%,7%,-17%,-1,7.6%
CNC(=O)c1cc(Nc2nnc(-c3ccc(O)cc3)c3ccccc23)ccc1OC,1%&-2%,-1&-2,-9%&-10%,2%&-9%,-5%&-1%,0%&-5%,-22%&-28%,2&-4,3.2%&0.8%
CCOC(CNC(=O)c1cc(C)nn1-c1ccccc1)OCC,2%,1,1%,10%,-2%,10%,-15%,5,0.2%
CC(=O)Nc1cccc2cc(S(=O)(=O)O)ccc12,·,-1,0%,·,-2%,·,·,5,·
CCc1ccc(OCC(=O)NC(=S)Nc2ccc(F)cc2)c(Br)c1,-4%,-1,-1%,1%,3%,-2%,-17%,-2,1.0%
COc1ccccc1NC(=O)Cn1c(=O)n(CC(=O)NCc2ccccc2Cl)c(=O)c2sccc21,·,0,·,·,·,8%,-21%,0,-0.5%
COC(=O)Cc1cc(C)cc2c(=O)cc(-c3ccoc3)oc12,1%,-9,-6%,6%,-4%,10%,-7%,-1,·
Cc1ccc(N(CC(=O)NCCc2ccccc2)C(=O)c2csnn2)cc1,0%,-1,-9%,-8%,5%,5%,-3%,-9,3.5%
Cc1ccc(NC(=O)C(C)N2CCc3ccccc3C2)cc1 (configuration not stated),-2%,4,1%,0%,1%,5%,-21%,1,1.5%
OC(c1cccc(CN2CCCCC2)c1)c1ncc(-c2ccccc2Cl)[nH]1 (configuration not stated),·,0,-1%,·,-2%,·,·,-6,·
Cc1c(C(=O)OCC(C)C)[nH]c2c1C(=O)CC(c1ccco1)C2 (configuration not stated),?,-9,-31%,9%,-6%,-10%[57.1 µM],-15%,3,-2.6%
O=C(Nc1ccc(F)cc1)Nc1csc2c1CCCC2,-5%,2,-1%,-2%,-1%,-5%,-12%,1,-0.9%
C=CCn1c(Cc2cccs2)nnc1SCC(=O)c1ccc2ccccc2c1,-2%,1,1%,6%,-3%,2%,-19%,-1,-0.8%
O=C(NCCCc1ccccc1)c1ccc(Br)o1,-1%,-1,-10%,8%,3%,0%,-23%,3,0.3%
COc1ccc(C(=S)N2CCOCC2)cc1OS(=O)(=O)c1ccc(Br)cc1,4%,3,0%,6%,-6%,6%,-12%,-9,-1.0%
CCN(CC(=O)Nc1ccc(NC(C)=O)cc1)C(=O)CN1C(=O)NC(C)(c2ccc3ccccc3c2)C1=O (configuration not stated),5%,3,-8%,-8%,-1%,-5%,3%,2,·
O=c1cc(C(F)(F)F)nc(-n2[nH]c3c(c2=O)CCCC3)[nH]1,-6%,-26,?,3%,-2%,15%[57.1 µM],-17%,19,-0.1%
COc1cccc(C(=O)NNC2OC(CO)C(O)C2O)c1 (configuration not stated),3%,5,-1%,-1%,1%,5%[57.1 µM],-18%,-16,0.0%
COC(=O)C1=C(C)N(c2ccc(C(=O)OC)cc2)C(=O)C1,-2%,-2,1%,-4%,-2%,7%[57.1 µM],3%,-6,-0.5%
Cc1cccc(NS(=O)(=O)c2ccc(Br)s2)n1,-4%,2,-2%,1%,-5%,2%,-18%,0,0.5%
Cc1occc1C(=O)Nc1ccc(S(=O)(=O)N2CCN(C)CC2)cc1,2%,0,0%,0%,-6%,-7%,-14%,1,-0.6%
COc1ccc(S(=O)(=O)N2CCCN(CC(=O)Nc3ccc(OC)c(Cl)c3)CC2)cc1,·,3,0%,6%,0%,5%,-11%,-6,4.8%
O=C(COc1cccc(C(F)(F)F)c1)NCC(c1cccs1)N1CCOCC1 (configuration not stated),3%,0,-1%,7%,-3%,-12%,-20%,1,1.1%
N#CCCn1nc(-c2ccc(Br)cc2)cc1Nc1ccccc1NC(=O)C(F)(F)F,9%,-6,-14%,-7%,-1%,-8%,-19%,-5,1.6%
CC1CCN(C(=O)CSc2nnc(CNC(=O)c3ccco3)o2)CC1,·,3,0%,-2%,-4%,3%,-1%,-1,-1.0%
Cc1cccc(NC(=O)C2CCCN2C(=O)OCC(C)C)c1 (configuration not stated),-2%,5,1%,1%,1%,-4%,-10%,-8,-0.4%
Cc1ccc(S(=O)(=O)N2CCOCC2)cc1C(=O)N1C(=O)c2cccc(N)c2C1=O,1%,3,1%,2%,2%,5%,-17%,3,6.1%
CCc1cccc(CC)c1NC(=O)C(CC)Sc1nc2ccncc2[nH]1 (configuration not stated),0%,-3,0%,-12%,-5%,-12%,-2%,-13,-1.5%

Remaining list, next part:
Compound,Vif-APOBEC3F blk,PI4K2A block,Vif-A3G inh,mIDH1 inhibitor,GRP78 ERSR act,TrxR1 substrate,USP1 inh,LDHA inh,RXFP1 ag
Cc1cc(C)c2c(=O)cc(C(=O)Nc3ccc(S(=O)(=O)Nc4onc(C)c4C)cc3)oc2c1,1%,-10,-17%,10%,-1%,-7%,?,-12,3.8%
CCc1nc2c(OCc3cccc(Cl)c3)cccn2c1N(C)C(=O)c1ccco1,·,1,-4%,·,1%,·,·,-4,·
O=C(CCCn1nnnc1CN1CCOCC1)N1CCN(c2ccccc2F)CC1,-7%,4,1%,4%,-5%,-8%,-2%,-8,0.6%
O=C(CN1C(=O)C2CCCCN2C(=O)c2ccccc21)Nc1ccc(F)cc1 (configuration not stated),1%,-2,1%,1%,-6%,-2%,-20%,-3,-2.2%
Cc1cc(NCCCN2CCOCC2)n2nc(C)c(-c3ccc(F)cc3)c2n1,-6%,3,3%,4%,-5%,1%[11.4 µM],-14%,-2,3.3%
Cc1ccc(C2(c3noc(CN(C)Cc4ccccn4)n3)CCCC2)cc1,1%,-1,4%,-2%,-2%,-2%,-11%,0,1.7%
O=C(O)CSc1nnc(Cc2cccc3ccccc23)n1-c1cc(C(F)(F)F)cc(C(F)(F)F)c1,3%,-4,-6%,1%,-4%,4%,-22%,-2,4.0%
Cc1noc(C)c1C(=O)N1CCc2ccccc2C1,-15%,-19,3%,16%,-2%,-5%,-22%,4,3.9%
O=C(Nc1ccccc1C(=O)O)c1cc(S(=O)(=O)Nc2ccccc2)ccc1Cl,16%,-1,-10%,1%,-3%,-2%,-19%,-4,-2.4%
CC(=O)N1CCN(C(=O)c2ccc(S(=O)(=O)Nc3ccccc3C)cc2)CC1,-7%,-2,3%,-8%,-4%,-3%[57.1 µM],-8%,-4,-1.1%
COc1ccc(C2=NOC(Cn3nc(C(=O)NCc4ccc(OC(F)(F)F)cc4)cc3-c3ccccc3)C2)cc1 (configuration not stated),-4%,-1,3%,-22%,-3%,-1%,-32%,-5,0.3%
O=C(/C=C/c1ccccc1)NNC(=O)c1cccs1,0%,2,1%,5%,5%,8%[57.1 µM],-11%,-10,0.7%
OC(CNCc1ccccc1F)(c1ccc(F)cc1)c1ccc(F)cc1,-26%,0,-3%,2%,0%,5%[57.1 µM],-23%,-4,1.1%
OC(c1ccccc1)C1CN(Cc2ccccc2)CCC1(O)c1ccccc1 (configuration not stated),-5%,-1,0%,10%,-2%,16%,-9%,1,-0.2%
Fc1cccc(Cc2c(-c3ccco3)nc3ccc(Br)cn23)c1,·,?,?,·,-12%,·,·,-5,·
Cc1cc(C)c2c(n1)SCCN2C(=O)Nc1ccc(C(=O)Nc2ccc(C(C)C)cc2)cc1,-10%,-1,4%,-24%,-5%,-2%,?,-9,6.4%
C[C@H](CO)N1C[C@H](C)[C@@H](CN(C)Cc2ccc(C(=O)O)cc2)Oc2ccc(NS(=O)(=O)c3cn(C)cn3)cc2C1=O,3%,4,4%,7%,4%,-2%,-13%,-1,·
CCOC(=O)CCN(Cc1ccccc1)S(=O)(=O)c1csc(C(N)=O)c1,-9%&5%,1&3,0%&0%,4%&0%,-5%&-1%,-4%,-5%&-29%,-5&-2,-0.6%&-1.3%
Cc1c(/C=N/N2C(=O)C3C4C=CC(C4)C3C2=O)c2ccccc2n1C (configuration not stated),3%,-1,-6%,3%,2%,-1%,-6%,2,7.0%
C/C(=N\N1CCN(c2ccc(Cl)cc2)CC1)c1ccco1,-5%,-5,-3%,-1%,1%,-9%,-19%,-4,2.1%

Source: PubChem BioAssay (National Center for Advancing Translational Sciences (NCATS))

These rows are one share of the data (hit frequency here may not be typical).
